p53null 32C tox = selectivity test: cytotoxicity in p53 null cells, permissive temperature; H1299-neo p53 null cells, ATP luminescence, 24 h, 32C; Potency, µM (titrated, usually from 46.1 µM), inactives show at the highest dose activity change, negative = cytotoxicity, usual class: cytotoxic; 55,000 compounds, 0.62% hits; AID 903; active = well fitted cell-killing curve with a large enough effect; inconclusive = small, poorly fitted or top-dose-only effect; inactive = no such curve, though single readings can be large or run the other way;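 note: 0% = DMSO only and -100% = full killing by 100 µM tamoxifen; nearly all actives have a fitted effect of over 55% in size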
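H1299-neo (p53-null) cells, 600/well, were pre-incubated overnight at 37C, then exposed to compounds at up to 46 uM for 24 hr at 32C. Viability was measured as ATP content by luminescence, and AC50 values came from Hill fits.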
The depositor's hits bear a star; u = inconclusive; [ ] = remark or other dose. Potency is the fitted concentration of half-maximal effect.

SMILES	p53null 32C tox
COc1ccc(-c2nc3c(c4nnc(SC(C)C(=O)Nc5ccccc5)n24)COC(C)(C)C3)cc1 (stereo not given)	-12.3%
Cc1ccc(CCc2nnc(SCC(=O)Nc3cccc(Cl)c3)n2-c2ccccc2)o1	-12.8%
CCN1C(=O)/C(=C/c2ccc(C)o2)N(C)C1=S	-0.3%
CC(=O)NS(=O)(=O)c1ccc(NC(=O)c2cc(-c3ccc(C)cc3)nc3ccccc23)cc1	-10.3%
Cn1c(N/N=C2\CCCc3ccccc32)nc2c1c(=O)n(Cc1ccc(F)cc1)c(=O)n2C	0.7%
CCOC(=O)C(C)Sc1nnc(NC(=O)c2ccc(C)c([N+](=O)[O-])c2)s1 (stereo not given)	-27.8%
CCCn1c2ccccc2c2nnc(SCc3[nH]c(=O)[nH]c3C(=O)CCCCC(=O)OCC)nc21	-3.8%
COc1ccc(CN(C)CC(=O)Nc2cc(OC)c([N+](=O)[O-])cc2C)c(OC)c1	-17.8%
O=C(OC(C(=O)Nc1ccc(Cl)cc1C(F)(F)F)c1ccccc1)C1=COCCO1 (stereo not given)	-22.8%
COc1cc(NC(=S)Nc2ccc(Br)cc2Cl)c(OC)cc1Cl	11.8%
CCN1CCN(S(=O)(=O)c2ccc(C)c([N+](=O)[O-])c2)CC1	15.7%
O=[N+]([O-])c1ccccc1S(=O)(=O)n1nnc2ccccc21	3.4%
COc1ccc(Cn2c(-c3ccc(OC)cc3)nc3c(c(=O)c4ccccc4n3C)c2=O)cc1	-10.8%
Cc1c(Cl)cccc1NC(=O)CNC(=O)c1ccccc1F	8.4%
O=C(CSc1ccccc1)Nc1ccc(-c2nc3ccccc3[nH]2)cc1	u
CN(C)c1ccc(NC(=O)/C=C/c2ccccc2Cl)cc1	u
Fc1cccc(COc2ccccc2CNc2ccccc2)c1	-29.2%
Cc1cccc(OCCC(=O)N(C)CC(=O)Nc2cccc3ccccc23)c1	-15.0%
COc1ccccc1NC(=O)/C(C#N)=C/c1cc([N+](=O)[O-])ccc1N1CCCC1	-2.6%
O=C(Cn1cnc2ccccc2c1=O)Nc1nnc(C2CC2)s1	-27.3%
O=C(Cn1c(=O)c(=O)n(Cc2ccccc2)c2ccc(Cl)cc21)Nc1cccc(F)c1	1.8%
N#C/C(=C\c1ccc(Sc2ccc(Cl)cc2)o1)c1nc2ccccc2[nH]1	-14.1%
CN(C)c1ccc(NC(=O)/C=C/c2c(Cl)cccc2Cl)cc1	u
COc1ccc(NC(=O)/C(=C/c2cccnc2)NC(=O)c2cccs2)cc1	-8.5%
Cc1cc(OC(F)F)ccc1NC(=O)Nc1ccc([N+](=O)[O-])cc1	26.6%
N#CC(C#N)=C1C=CC=CN1/C(=C\c1ccco1)C(=O)c1ccc(-c2ccccc2)cc1	62.6%[activator]
Nc1ccccc1Nc1cc(-c2ccccc2)nn1-c1cccc(Cl)c1	5.3%
CCOC(=O)c1cc2c(nc1NC(=S)NCc1ccccc1)CCCC2	-5.6%
Brc1ccc(-c2csc(N/N=C/c3ccc4c(c3)OCO4)n2)cc1	-5.4%
COc1ccc(Br)cc1/C=C/C(=O)c1ccc(NC(C)=O)cc1	-16.1%

Three entries out of the list, arranged by count of non-hydrogen atoms, low to high:
SMILES	p53null 32C tox
Fc1cccc(COc2ccccc2CNc2ccccc2)c1	-29.2%
O=C(Cn1c(=O)c(=O)n(Cc2ccccc2)c2ccc(Cl)cc21)Nc1cccc(F)c1	1.8%
N#CC(C#N)=C1C=CC=CN1/C(=C\c1ccco1)C(=O)c1ccc(-c2ccccc2)cc1	62.6%[activator]

(listing goes on)
SMILES	p53null 32C tox
NC(=O)CC1Nc2cccc3cccc(c23)NC1=O (stereo not given)	10.9%
COC(=O)CN(C(=S)Nc1ccc(F)cc1)C1CC(=O)N(c2ccccc2)C1=O (stereo not given)	-18.8%
O=C(c1ccc([N+](=O)[O-])cc1)n1nc(-c2ccccc2)nc1NCc1ccc(F)cc1	-9.4%
O=C(c1ccccc1NS(=O)(=O)c1ccccc1[N+](=O)[O-])N1CCOCC1	0.2%
CC(C)c1ccc2[nH]c(O)c(N=NC(=O)c3ccc(CSc4nncn4C)cc3)c2c1	-13.1%
C/C(CC(C)C)=N\NC(=O)Nc1ccccc1	-11.2%
COc1ccc(NC(=O)COC(=O)C2CCC(C(C)(C)C)CC2)c([N+](=O)[O-])c1 (stereo not given)	4.9%
CCc1nccn1-c1cc(C(C)(C)C)nc2c(-c3ccc(Cl)cc3)cnn12	-8.3%
CCCCC(=O)Nc1cccc(NC(=S)NC(=O)C(C)C)c1	-17.9%
Cc1ccc(NN2C(=O)C=CC2=O)cc1	-14.6%
Cc1ccc(-n2c(SCC(=O)NCCN3C(=O)CSC3=O)nnc2-c2ccccc2)cc1C	-13.0%
Cc1ccnc(NS(=O)(=O)c2ccc(N3C(=O)c4c(Cl)c(Cl)c(Cl)c(Cl)c4C3=O)cc2)n1	-11.2%
Fc1ccc(-c2csc(/C=C/c3ccc4c(c3)OCO4)n2)cc1	-19.2%
Cc1ccc(NS(=O)(=O)c2ccc(C3CCCCC3)cc2)cc1	14.6%
CCCCOc1ccc(/C=C/C(=O)Nc2ccc([N+](=O)[O-])cc2C)cc1	u
NC(CC(=O)O)c1ccc(F)cc1 (stereo not given)	-18.5%
COc1ccc(C2c3c(ccc4ccccc34)Oc3ncn4nc(-c5ccco5)nc4c32)cc1 (stereo not given)	-18.3%
O=C(N/N=C/C=C/c1ccco1)/C(=C/c1ccccc1)NC(=O)c1ccccc1	-5.6%
CCc1ccccc1NC(=O)c1cccc(NC(=O)/C=C/c2ccco2)c1	u
CN(C)CCCO/N=C(\c1ccccc1)c1ccncc1	3.1%
O=C(Cc1ccccc1)NCC(=O)OCC(=O)c1ccc(Cl)c([N+](=O)[O-])c1	17.1%
CCCCN(CCCC)CC(O)CN(c1cc([N+](=O)[O-])ccc1OC)S(=O)(=O)c1ccccc1 (stereo not given)	-3.9%
COc1ccc(CCN(C(=O)C(F)(F)F)C(C(=O)NC2CCCCC2)c2cccs2)cc1 (stereo not given)	-7.3%
O=C(C1CCCN(S(=O)(=O)c2ccccc2[N+](=O)[O-])C1)N1CCN(c2ccccc2)CC1 (stereo not given)	9.7%
O=C(CCCC(=O)OCC(Cl)=C(Cl)Cl)Nc1ccccc1F	-25.2%
CC(=O)Nc1cc(C(=O)NCc2ccco2)ccc1Sc1ccc(F)cc1	5.3%
Cc1ccc(SCc2nc(N)nc(Nc3ccccc3C)n2)cc1C	u
Cc1ccccc1SCC(=O)OCC(=O)Nc1sccc1C(N)=O	0.7%
N#C/C(=C\c1c(N2CCC(C(N)=O)CC2)nc2ccccn2c1=O)C(=O)NCc1ccco1	-16.3%
CC(C)(C)CC(=O)O/N=C(\N)c1ccccn1	9.9%
O=C(CSc1nc2nc3c(cc2c(=O)n1-c1ccccc1)CCCC3)Nc1cccc2ccccc12	-17.4%
Cc1c(NC(=O)c2cccs2)cccc1-c1nc2ccccc2s1	-19.4%
COc1ccc(C)cc1NC(=S)N1CCN(c2ccccn2)CC1	1.7%
O=C(N/N=C\c1cc(Cl)ccc1O)c1ccc(S(=O)(=O)N2CCCCC2)cc1	7.08µM*
CC(CO)(CO)NCc1ccc(-c2ccccc2)cc1	-2.5%
CNc1nc2cc([N+](=O)[O-])c([N+](=O)[O-])cc2nc1NC	1.0%
CCC(=O)Nc1cccc(-c2cn3ccccc3n2)c1	u
CC1=CC(=O)C(C(C)C)=C/C1=N\OC(=O)c1cccc2nc(C)oc12	-1.9%
CCn1c2ccccc2c2cc(/C=N/NC(=O)c3ccc(O)cc3)ccc21	15.8%
CCCCc1ccc(NC(=S)Nc2ccc(Nc3ccc(OC)cc3)cc2)cc1	3.0%
CCCOc1ccc(C2NC(=S)NC(c3ccccc3)=C2C(=O)Nc2ccc(C)cc2)cc1OC (stereo not given)	32.8%[activator]
Cc1ncsc1CCOC(=O)c1ccc([N+](=O)[O-])cc1	-2.0%
O=C1c2cccc3cccc(c23)C(=O)N1CCN1CCN(CC(O)COc2ccc3ccccc3c2)CC1 (stereo not given)	7.5%
Cc1ccc(NC(=O)/C=C/c2ccc([N+](=O)[O-])s2)c(C)c1	0.2%
COc1cc(/C=N/NC(=S)Nc2cccc(S(=O)(=O)N(C)C)c2)cc(OC)c1O	-11.9%
CC[n+]1c(/C=C/N(C)c2ccccc2)oc2ccc(Cl)cc21	3.3%
CCOc1ccc(-c2cc(C(=O)NN3CCN(C)CC3)c3cc(Cl)ccc3n2)cc1	-8.2%
COc1ccccc1C1CC(c2ccco2)=NN1c1ccccc1 (stereo not given)	u
Cc1cc(C(=O)COc2ccc3ccc(=O)oc3c2)c(C)n1Cc1cccs1	4.6%
CC(=O)N1N=C(C)CC1c1ccc(OCc2ccccc2)cc1 (stereo not given)	-7.7%
COC(=O)c1cc(NS(=O)(=O)c2ccc(NCc3cccnc3)c([N+](=O)[O-])c2)cc(C(=O)OC)c1	2.4%
CCCCC(=O)Nc1ccc(C(=O)Nc2ccc(OC)cc2[N+](=O)[O-])cc1	-3.7%
COc1ccc(NC(=O)C(Sc2nnc3ccccn23)c2ccccc2)cc1Cl (stereo not given)	-9.9%
OCCNCc1ccc(-c2ccccc2)cc1	-15.7%
CCN(CC)S(=O)(=O)c1ccc(NC(=O)c2cc(-c3ccccc3)nc3ccccc23)cc1	-3.9%
Cc1ccc(N2C(=O)CC(Sc3nc(-c4ccccc4)c4cc(Cl)ccc4n3)C2=O)c(C)c1 (stereo not given)	-11.5%
O=C(N/N=C/c1ccc(Br)cc1)c1cc[n+](Cc2ccccc2)cc1	3.8%
Cc1ccc2[nH]c(O)c(N=NC(=O)C3CC3c3ccccc3)c2c1Br (stereo not given)	-4.9%
CN(Cc1ccccc1)c1nc(N)c([N+](=O)[O-])c(NCc2ccccc2)n1	24.9%
CS(=O)(=O)N(Cc1ccccc1)c1ccc(C(=O)Nc2ccccc2Sc2ccccc2)cc1	-6.0%

More records
SMILES	p53null 32C tox
Cc1cc(C)n2cc(CSc3nc4ccccc4s3)nc2n1	-16.0%
O=[N+]([O-])c1cccc(Cl)c1NCCNS(=O)(=O)c1ccc(Cl)cc1	-19.8%
CC(=O)Oc1ccc(Cl)cc1/C=C/c1ccc2ccccc2n1	u
COC(=O)c1c(-c2ccccc2)csc1NC(=O)c1c(-c2ccccc2)noc1C	u
CCCCNS(=O)(=O)c1ccc(NC(=O)C2c3ccccc3Oc3ccccc32)cc1	-15.9%
Cc1cc(C)cc(C(=O)Nc2nnc(SCC(=O)N3CCCc4ccccc43)s2)c1	-10.5%
Fc1cc(Br)ccc1NC(=S)Nc1ccccc1	u
O=C(CSc1nnnn1-c1ccccc1)N1N=CCC1c1ccccc1 (stereo not given)	u
COc1ccc(NC(=O)/C=C/c2ccccc2[N+](=O)[O-])c(OC)c1	-15.3%
O=C(COC(=O)c1ccccc1C(=O)c1ccccc1)NCCc1ccc(Cl)cc1Cl	0.1%
Cn1c(SCC(=O)NNC(=O)Cc2ccccc2)nnc1-c1ccccc1	12.7%

Copied from the results shown, 26 compounds:
SMILES	p53null 32C tox
O=C1c2cccc3cccc(c23)C(=O)N1CCN1CCN(CC(O)COc2ccc3ccccc3c2)CC1 (stereo not given)	7.5%
Cc1ccc(NC(=O)/C=C/c2ccc([N+](=O)[O-])s2)c(C)c1	0.2%
COc1cc(/C=N/NC(=S)Nc2cccc(S(=O)(=O)N(C)C)c2)cc(OC)c1O	-11.9%
CC[n+]1c(/C=C/N(C)c2ccccc2)oc2ccc(Cl)cc21	3.3%
CCOc1ccc(-c2cc(C(=O)NN3CCN(C)CC3)c3cc(Cl)ccc3n2)cc1	-8.2%
COc1ccccc1C1CC(c2ccco2)=NN1c1ccccc1 (stereo not given)	u
Cc1cc(C(=O)COc2ccc3ccc(=O)oc3c2)c(C)n1Cc1cccs1	4.6%
CC(=O)N1N=C(C)CC1c1ccc(OCc2ccccc2)cc1 (stereo not given)	-7.7%
COC(=O)c1cc(NS(=O)(=O)c2ccc(NCc3cccnc3)c([N+](=O)[O-])c2)cc(C(=O)OC)c1	2.4%
CCCCC(=O)Nc1ccc(C(=O)Nc2ccc(OC)cc2[N+](=O)[O-])cc1	-3.7%
COc1ccc(NC(=O)C(Sc2nnc3ccccn23)c2ccccc2)cc1Cl (stereo not given)	-9.9%
OCCNCc1ccc(-c2ccccc2)cc1	-15.7%
CCN(CC)S(=O)(=O)c1ccc(NC(=O)c2cc(-c3ccccc3)nc3ccccc23)cc1	-3.9%
Cc1ccc(N2C(=O)CC(Sc3nc(-c4ccccc4)c4cc(Cl)ccc4n3)C2=O)c(C)c1 (stereo not given)	-11.5%
O=C(N/N=C/c1ccc(Br)cc1)c1cc[n+](Cc2ccccc2)cc1	3.8%
Cc1ccc2[nH]c(O)c(N=NC(=O)C3CC3c3ccccc3)c2c1Br (stereo not given)	-4.9%
CN(Cc1ccccc1)c1nc(N)c([N+](=O)[O-])c(NCc2ccccc2)n1	24.9%
CS(=O)(=O)N(Cc1ccccc1)c1ccc(C(=O)Nc2ccccc2Sc2ccccc2)cc1	-6.0%
Cc1cc(C)n2cc(CSc3nc4ccccc4s3)nc2n1	-16.0%
O=[N+]([O-])c1cccc(Cl)c1NCCNS(=O)(=O)c1ccc(Cl)cc1	-19.8%
CC(=O)Oc1ccc(Cl)cc1/C=C/c1ccc2ccccc2n1	u
COC(=O)c1c(-c2ccccc2)csc1NC(=O)c1c(-c2ccccc2)noc1C	u
CCCCNS(=O)(=O)c1ccc(NC(=O)C2c3ccccc3Oc3ccccc32)cc1	-15.9%
Cc1cc(C)cc(C(=O)Nc2nnc(SCC(=O)N3CCCc4ccccc43)s2)c1	-10.5%
Fc1cc(Br)ccc1NC(=S)Nc1ccccc1	u
O=C(CSc1nnnn1-c1ccccc1)N1N=CCC1c1ccccc1 (stereo not given)	u

This is a subset, so the mix of outcomes need not match the whole.
